p53 reactivator: qHTS assay for re-activators of p53 using a Luc reporter; Potency, µM (doses to about 92.2 µM), without a hit: top-dose activity change, positive = activation, actives largely listed as activators; H1299 p53-A138V BP100-luciferase reporter, luminescence, 24 h; 320,000 tested, 0.063% active; further: potency means the concentration at half of the fitted maximal effect; % of control where 0% means no effect; nearly all actives have a fitted effect of over 45% in size
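p53-null H1299 cells stably carrying temperature-sensitive p53-A138V and a BP100-luciferase reporter were pinned with compounds (4-point, 1:5 series) and held 24 hrs at 37 deg C. Luminescence was read 10 min after detection reagent.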
MLL CXXC-DNA inh: qHTS Fluorescence Polarization Assay for Inhibitors of MLL CXXC domain - DNA interaction | Histone-lysine N-methyltransferase 2A (Homo sapiens), Q03164 | MLL-CXXC / FITC-HOXA9 DNA fluorescence polarization | Potency, µM (series often up to 115 µM), for the others: top-dose activity change, negative = inhibition, usual class: inhibitors | 290,000 tested, 0.037% active | AID 2662, 2010; active means well fitted inhibition curve with a large enough effect in the polarisation, with a control signal flat, not every such curve was filed as active; inconclusive means small, poorly fitted or top-dose-only effect, or effect the other way, or a change in a side signal; inactive means no such curve, though single readings can be large or run the other way; the % refers to the polarisation; further: potency means the concentration at half of the fitted maximal effect
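Steps: dispense CXXC domain solution (7 uM) → pin compounds or unlabeled HOX-A9 DNA control → 5 min ambient → add FLSN-HOX-A9 solution (50 nM) → spin → 30 min ambient → fluorescence polarization. Tris pH 7.5/NaCl/DTT/BSA buffer.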
ELG1 repair inh: qHTS screen for small molecules that inhibit ELG1-dependent DNA repair in human embryonic kidney (HEK293T) cells expressing luciferase-tagged ELG1. HEK293T ELG1-luciferase reporter, luminescence, 16 h; DNA damage induced by 5-fluorouridine. Potency, µM (series often up to 46.1 µM), for inactives: at the highest dose activity change, negative = inhibition, most hits filed as inhibitors. 330,000 tested, 2.3% active; further: potency means the concentration at half of the fitted maximal effect; on the % scale 0 is the no-effect control and ±100 the full control effect; nearly all actives have a fitted effect of over 55% in size
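DMSO vehicle served as the neutral condition. Each well held 2,000 cells given 5-fluorouridine plus compound; after 16 hr at 37 °C/5% CO2, ONE-Glo was added and luciferase measured 30 min later.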
B2AR arrestin: qHTS assay of beta-arrestin-biased ligands of beta2-adrenergic receptor; 330,000 tested, 0.02% active; Potency, µM (top dose mostly 46.1 µM), without a hit: at the top dose activation, most hits filed as activators; beta-arrestin recruitment to beta2AR, cell-based reporter;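 further: potency means the concentration at half of the fitted maximal effect; 0% = DMSO controls and full agonism = EC100 isoproterenol or metaproterenol; nearly all actives have a fitted effect of over 65% in size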
BRCA1 expr up: qHTS Assay to Identify Small Molecule Activators of BRCA1 Expression | MCF7-BRCA1-FFLuc reporter, luminescence, 48 h; response scale: scaled: vehicle 0%, 10 µM genistein 100% | Potency, µM (top dose mostly 46.1 µM), for the others: top-dose activation, usual class: activators | 380,000 tested, 1.1% active; further: potency means the concentration at half of the fitted maximal effect; nearly all actives have a fitted effect of over 80% in size; some results filed as inactive show a strong effect at the top dose
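Compounds are tested at multiple concentrations on MCF7 BRCA1-luciferase reporter cells seeded at 2000 per well; after 48 h, a single luminescence end-point is taken and curves fitted to the normalized data.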
A-T KAP1 phos: qHTS Assay for Identifying a Potential Treatment of Ataxia-Telangiectasia. […] A-T fibroblasts, KAP-1 phosphorylation AlphaLISA; neocarzinostatin DNA damage 30 min before lysis. Potency, µM (titrated, usually from 57.5 µM), for the others: at the highest dose activation, hits mostly activators. 320,000 tested, 0.19% active. AID 485349, 2010; further: potency means the concentration at half of the fitted maximal effect; % of control where 0% means no effect; nearly all actives have a fitted effect of over 45% in size
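ATM-like activity read as KAP-1 phosphorylation via AlphaLISA donor/acceptor antibody pairs after lysis and 6 hr at 25C. Cells were ATM-null patient fibroblasts ([…], hTERT), dosed 60 min, then exposed to the DSB inducer NCS for 30 min.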
a7 integrin act: qHTS for Activators of Integrin-Mediated Alleviation for Muscular Dystrophy; Potency, µM (titrated, usually from 38.3 µM), inactives show at the top dose activation, most hits filed as activators; alpha7betagal myoblasts, beta-gal FDG fluorescence, 48 h; 350,000 tested, 0.064% active; AID 624291, 2012;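 further: potency means the concentration at half of the fitted maximal effect; 100% = response of the positive control SU9516; nearly all actives have a fitted effect of over 60% in size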
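alpha7betagal+/- myoblasts (passage 13, 250/well) treated 48 h at 37C with compounds at 1:260 dilution of DMSO stock. Lysed, then beta-galactosidase activity read as FDG fluorescence (ex 480/em 540) after 30 min, with pre-read for autofluorescence.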
TRPV1 ag: HTS Assay for Compounds that Act as Agonists of the Vanilloid Receptor 1; Transient receptor potential cation channel subfamily V member 1 (Homo sapiens), Q8NER1; TRPV1-expressing cells, Fluo-8 calcium influx, agonist mode; activation, % at 8.33 µM; 320,000 tested, 0.19% active; in the data active means activation above about 80%; inconclusive means between about 30% and that limit; further: 0% is about no effect
Target sequence (Q8NER1 whole entry, looked up): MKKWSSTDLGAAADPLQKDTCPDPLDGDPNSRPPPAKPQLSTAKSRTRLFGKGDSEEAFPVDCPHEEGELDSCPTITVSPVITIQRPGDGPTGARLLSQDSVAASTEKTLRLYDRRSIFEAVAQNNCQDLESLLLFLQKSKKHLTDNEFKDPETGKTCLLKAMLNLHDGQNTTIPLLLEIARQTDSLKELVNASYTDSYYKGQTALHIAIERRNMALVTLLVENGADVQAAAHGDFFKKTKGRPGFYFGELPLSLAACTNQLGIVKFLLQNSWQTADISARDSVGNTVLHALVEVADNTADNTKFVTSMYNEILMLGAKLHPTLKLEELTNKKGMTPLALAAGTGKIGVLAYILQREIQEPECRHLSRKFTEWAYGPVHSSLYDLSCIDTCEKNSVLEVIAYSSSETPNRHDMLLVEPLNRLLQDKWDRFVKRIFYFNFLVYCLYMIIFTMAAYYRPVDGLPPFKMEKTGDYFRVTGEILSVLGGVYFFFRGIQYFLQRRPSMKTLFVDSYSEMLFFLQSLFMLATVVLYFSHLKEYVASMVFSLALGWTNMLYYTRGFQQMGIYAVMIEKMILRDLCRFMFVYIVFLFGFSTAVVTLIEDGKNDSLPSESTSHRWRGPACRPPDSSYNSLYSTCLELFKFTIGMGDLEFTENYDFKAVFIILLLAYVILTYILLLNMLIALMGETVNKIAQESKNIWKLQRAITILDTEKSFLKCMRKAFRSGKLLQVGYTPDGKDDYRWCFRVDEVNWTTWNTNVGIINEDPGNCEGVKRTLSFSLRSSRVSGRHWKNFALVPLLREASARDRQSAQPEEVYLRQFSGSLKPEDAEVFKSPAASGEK
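Cells expressing TRPV1 were dye-loaded with Fluo-8 and read kinetically: 10 s baseline, 3 min after compound (agonist portion), then 2 min after EC20 capsaicin (allosteric enhancer portion). Calcium-bound dye fluorescence at 480/520 nm.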
TSG101-PTAP inh: qHTS Assay for Iinhibitors of HIV-1 Budding by Blocking the Interaction of PTAP/TSG101 | Fluorescence polarization, FITC-PTAP peptide / Tsg101 binding | Potency, µM (doses to about 115 µM), for the others: at the top dose activity change, negative = inhibition, usual class: inhibitors | 340,000 tested, under 10 active; active means well fitted inhibition curve with a large enough effect in the main read-out, with a control signal flat, not every such curve was filed as active; inconclusive means small, poorly fitted or top-dose-only effect, or effect the other way, or a change in a side signal; inactive means no such curve, though single readings can be large or run the other way; further: potency means the concentration at half of the fitted maximal effect; % of control where 0% means no effect
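FP read-out: FITC-PTAP peptide, 50 nM final, binding Tsg101 binding domain, 10 uM final; 20 min, r.t.; 10 mM HEPES pH 7.5, 0.15 M NaCl, 0.01% Tween 20, 3 mM EDTA, 0.1 mM TCEP.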
TCR act: Activators of T cell receptors: qHTS campaign. primary human leukocytes, anti-CD3, IL-2 HTRF, 48 h. Potency, µM (highest dose often 9.22 µM), for the others: at the highest dose activation of IL-2 secretion, hits mostly activators. 330,000 tested, under 10 active; further: % of control where 0% means no effect
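Readout: HTRF IL-2, Eu-cryptate/d2 antibody pair, 320nm excitation, 665nm emission. Stimulus: a-CD3 beads, no co-stimulation. Cells: primary human leukocytes. Exposure: 48 hr with compound.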
Active calls of the source: *; ? = inconclusive; . = not tested or not shown; [ ] = remark or other dose. Unless noted, the call rests on the fitted dose curve; in most records, active means well fitted curve in the direction sought with a large enough effect; inconclusive means small, poorly fitted or top-dose-only effect, or another doubt; inactive means no such curve, though single readings can be large; an effect the other way counts as inactive or inconclusive. Compounds as they come; overall some 3.8% were active at least once.

SMILES	p53 reactivator	MLL CXXC-DNA inh	ELG1 repair inh	B2AR arrestin	BRCA1 expr up	A-T KAP1 phos	a7 integrin act	TRPV1 ag	TSG101-PTAP inh	TCR act
CCCCn1c(N)c(N(CCOC)C(=O)c2ccc(N3C(=O)c4ccccc4C3=O)cc2)c(=O)[nH]c1=O	.	.	.	.	10%	.	6%	.	0%	-6%
COc1ccc(CCNC(=O)C2CC(=O)N(c3ccc(Br)cc3)C2)cc1OC (configuration not stated)	-1%	-12%	-13%	-0.2%	2%	2%	?	5	2%	-3%
N/C(=N\OC(=O)c1cccc2ccccc12)c1ccccn1	?	-1%	?	13%	-11%	9%	-13%	23	1%	4%
Cc1nc(-c2ccc(NC(=O)c3ccc(Br)o3)cc2)cs1	20%	-6%	?	-0.6%	11µM*	-5%	-23%	?	2%	6%
COc1ccc(CC(=O)N2CCC(n3nccc3NC(=O)C3CCOC3)CC2)cc1 (configuration not stated)	-1%	9%	-1%	-0.6%	-5%	9%	0%	0	1%	-1%
Cn1c(SCC(=O)NCCNC(=O)CSc2nnc(C(F)(F)F)n2C)nnc1C(F)(F)F	1%	7%	2%	0.2%	-19%	4%	-16%	1	-3%	2%
COc1ccc(-n2c(=S)[nH]c3c(oc4ccccc43)c2=O)cc1	5%	?	?	-0.5%	-22%	3%	25%	-2	-1%	-19%[46.1 µM]
O=C(NC(=O)N1CCN(c2ccc(F)cc2)CC1)c1ccccc1	-5%	-20%	8%	-0.2%	-18%	-4%	25%	1	.	.
COc1ccc(C(CNS(=O)(=O)c2cccc(F)c2)N2CCCC2)cc1 (configuration not stated)	12%	.	-2%	-1.3%	-21%	-10%	6%	.	-3%	4%[46.1 µM]
CCOC(=O)C1CCCN(S(=O)(=O)Cc2ccccc2Cl)C1 (configuration not stated)	6%	-8%	-1%	-0.1%	8%	-8%	14%	11	-7%	1%
Cc1c(NC(=S)NC(NC(=O)CC(C)C)C(Cl)(Cl)Cl)c(=O)n(-c2ccccc2)n1C (configuration not stated)	-12%	6%	-3%	-0.8%	14%	6%	-15%	12	0%	7%[46.1 µM]
CS(=O)(=O)N(CC(=O)NCc1ccncc1)c1ccc(F)c(Cl)c1	-1%	-3%	-6%	10.0%	-21%	-4%	?	0	-7%	1%
Cc1ccc(C)c(N(CC(=O)NC2CCCC2)C(=O)CCCC(=O)Nc2ccccn2)c1	0%	10%	10%	-0.8%	-12%	2%	-7%	0	-1%	-2%
CCCN(CCC)CCCNC(=O)c1cc2c(=O)n(CC)c3ccccc3c2s1	-4%	3%	?	0.0%	-44%	0%	10%	1	-9%	-2%
COC(=O)c1sccc1NC(=O)c1c(-c2ccccc2)noc1C	-2%	-2%	1%	-1.2%	-39%	3%	-4%	24	1%	-24%[46.1 µM]
Cc1ccc(S(=O)(=O)Nc2cc(C)nn2-c2ccccc2)cc1	2%	10%	-5%	0.4%	-5%	8%	38%	-2	-2%	2%
Cc1ccnc(NC(=O)c2cccc(NS(=O)(=O)c3ccccc3C)c2)c1	-7%	0%	0%	-0.1%	-6%	6%	3%	-3	1%	7%
COC(=O)c1ccc(COc2ccccc2/C=N/NS(=O)(=O)c2ccc(C)cc2)cc1	6%	-9%	-25%	0.0%	-62%	-3%	20%	-1	.	.
Cc1ccc(Cl)cc1N1CCN(C(=O)C(=O)N2CCCCC2)CC1	-4%	2%	?	-0.2%	-10%	-1%	-15%	?	1%	-5%
C[C@H](CO)N1C[C@H](C)[C@@H](CN(C)C(=O)Nc2ccc3c(c2)OCO3)Oc2ccc(NC(=O)Cc3ccccc3)cc2C1=O	2%	.	?	0.1%	-7%	2%	6%	.	2%	0%
c1csc(-c2nc(N3CCCCC3)no2)c1	?	7%	?	-0.2%	6.3µM*	3%	12%	18	0%	-3%
Cc1ccnc(NC(=O)CNC(=O)c2ccc3c(c2)OCO3)c1	14%	-2%	?	0.0%	-5%	9%	-21%	-2	0%	3%
CCOc1ccc(-n2c(SCC(=O)Nc3ccc(OC)cc3)nc3c(c2=O)SCC3)cc1	-1%	18%	1%	0.0%	-21%	-1%	-25%	-4	-3%	5%
C[C@@H]1CC=C[C@H]2[C@H]1C(=O)N(Cc1ccccc1)[C@H]2c1ccc(-c2cc3ccccc3s2)cc1F	?	-2%	?	-0.4%	-24%	-23%	21%	1	-1%	-1%
Cc1cccc(C(=O)NCc2nnc(SCC(=O)Nc3nncs3)n2C)c1	-1%	-7%	10%	0.0%	-12%	9%	16%	3	-7%	-1%

Next compounds
SMILES	p53 reactivator	MLL CXXC-DNA inh	ELG1 repair inh	B2AR arrestin	BRCA1 expr up	A-T KAP1 phos	a7 integrin act	TRPV1 ag	TSG101-PTAP inh	TCR act
O=C(C[n+]1cccc(CO)c1)Nc1nc2ccccc2s1	4%	1%	4%	0.0%	-1%	-1%[11.5 µM]	16%	-1	-3%	3%
COc1ccc(NC(C)c2cc(Cl)ccc2O)cc1 (configuration not stated)	-25%	40%[activator]	3%	-0.6%	5%	13%	6%	4	1%	3%
COc1cc(C(=O)NCC(=O)N/N=C/c2ccco2)cc(OC)c1OC	-6%	-2%	?	0.4%	1%	5%	38%	-1	-13%	1%
CCCn1nc(C(=O)Nc2ccc(N3CCOCC3)cc2)c2ccccc2c1=O	15%	.	?	0.2%	44%	-12%	-5%	-3	-8%	12%
O=C(Cn1nnc2ccccc21)C1CC1	-12%	7%	3%	-0.2%	1%	5%	-11%	1	-4%	-1%
CCc1ccccc1NC(=O)c1cc([N+](=O)[O-])ccc1N1CCOCC1	-4%	6%	10%	-0.2%	15%	6%	-20%	6	-2%	0%
CCc1ccc(-c2cc(C)no2)cc1S(=O)(=O)N1CCN(c2ccccn2)CC1	-2%	4%	-1%	0.2%	-37%	12%	0%	?	0%	-8%
O=C(NC1CCCCC1)c1cc(-c2ccccc2Cl)on1	15%	5%	?	-0.5%	45%	1%	-237%[inhibitor]	12	-1%	0%
COc1ccc(NC(=O)C2CCCN2S(=O)(=O)c2cccc3cccnc23)c(OC)c1 (configuration not stated)	-5%	-8%	?	0.2%	-24%	1%	3%	4	-1%	1%[46.1 µM]
CN(C)S(=O)(=O)Oc1ccccc1C(=O)Nc1ccccc1Cl	-6%	1%	-13%	0.4%	8%	1%	7%	0	-1%	3%
C/C(=N\NC(=O)CSc1nc(C)cc(C)n1)c1ccc([N+](=O)[O-])cc1	2%	-10%	6%	-0.1%	-16%	1%	11%	-2	0%	3%
O=C(COc1ccc2ccc(=O)oc2c1)Nc1nccs1	?	4%	?	0.0%	52%	1%	1%	2	-3%	-4%
CCCCNc1ccc2nsnc2c1[N+](=O)[O-]	-10%	8%	?	0.1%	0%	-6%	-17%	3	-7%	7%[46.1 µM]
O=C1/C(=C/c2ccsc2)N2CCC1CC2	0%	-1%	-1%	0.0%	17%	0%	-20%	-13	1%	-2%
Cc1nc2c(=O)n(-c3ccc(F)c(Cl)c3)nc(C)c2s1	0%	4%	8%	-0.7%	-10%	0%	34%	-2	-5%	-6%
Cc1[nH]c2ccc(-c3nnc(SCC(=O)N4CCCc5ccccc54)o3)cc2c1C	-1%	5%	14%	-0.8%	1%	2%	2%	1	-19%	-22%
COc1cccc(NC(=O)C(C)OC(=O)CCCNC(=O)c2ccc(Cl)cc2)c1 (configuration not stated)	-17%	42%[activator]	?	0.4%	19%	17%	-23%	13	-2%	-9%
CNc1ccc(S(=O)(=O)NC)cc1[N+](=O)[O-]	0%	-1%	15%	-0.2%	2%	-3%	24%	-5	-4%	-9%
CCCCNC(=O)c1onc(CSc2ccc(Cl)cc2)c1C(=O)O	-1%	6%	7%	0.0%	-7%	-3%	0%	-7	-9%	0%
CCCOc1ccc(/C(O)=C2\C(=O)C(=O)N(c3ccccn3)C2c2ccccc2F)cc1C (configuration not stated)	7%	-6%	-12%	0.5%	-13%	-1%	-1%	1	-3%	3%

Of the compounds above, these contain a furan ring, fused or not:
SMILES	p53 reactivator	MLL CXXC-DNA inh	ELG1 repair inh	B2AR arrestin	BRCA1 expr up	A-T KAP1 phos	a7 integrin act	TRPV1 ag	TSG101-PTAP inh	TCR act
Cc1nc(-c2ccc(NC(=O)c3ccc(Br)o3)cc2)cs1	20%	-6%	?	-0.6%	11µM*	-5%	-23%	?	2%	6%
COc1ccc(-n2c(=S)[nH]c3c(oc4ccccc43)c2=O)cc1	5%	?	?	-0.5%	-22%	3%	25%	-2	-1%	-19%[46.1 µM]
COc1cc(C(=O)NCC(=O)N/N=C/c2ccco2)cc(OC)c1OC	-6%	-2%	?	0.4%	1%	5%	38%	-1	-13%	1%

Assay outcomes as filed in PubChem BioAssay.
